E coli WT exp = blocks growth of wild type E. coli BW25113; OD600 absorbance; growth inhibition, % at 100 µM; 98,000 tested, 0.15% active; AID 710;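 active = growth inhibition above about 50% at one test dose, limit read from the data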;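 note: growth measured after 20 h incubation at 37 °C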
S1P2 blocker = blocks the human S1P2 receptor | O95136 | cell-based S1P2 antagonist assay, inhibition at 5 uM | inhibition, % at 5 µM | 97,000 tested, 0.21% active | AID 736; in the data active = inhibition above about 45%;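 note: CRE beta-lactamase reporter cells expressing human S1P2 stimulated with S1P; 0% = agonist at EC80 alone and 100% = agonist plus reference antagonist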
Target sequence (O95136 whole entry, looked up): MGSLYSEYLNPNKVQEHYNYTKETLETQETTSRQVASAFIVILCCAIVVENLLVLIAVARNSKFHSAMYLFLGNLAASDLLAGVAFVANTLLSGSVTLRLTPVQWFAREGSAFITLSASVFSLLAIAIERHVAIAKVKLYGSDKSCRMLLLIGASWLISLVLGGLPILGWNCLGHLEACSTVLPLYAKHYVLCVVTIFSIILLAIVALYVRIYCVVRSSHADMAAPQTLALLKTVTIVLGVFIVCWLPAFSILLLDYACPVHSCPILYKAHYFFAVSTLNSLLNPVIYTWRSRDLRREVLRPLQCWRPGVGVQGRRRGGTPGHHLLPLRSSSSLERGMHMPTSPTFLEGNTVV
HUVEC prolif 384 = inhibitors of human endothelial cell proliferation. HUVEC proliferation, CellTiter-Glo luminescence, 72 h; active compounds read low. viability, % at 10 µM (by protocol). 86,000 tested, 1.1% active. AID 648;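 active = viability at or below 30%; inactive = viability above 30%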;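 note: 100% = median luminescence of DMSO-only cell control wells on each plate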
S1P2 ag = S1P2 (human) receptor agonism; S1P2-expressing cell line, agonist reporter read-out; activation, % at 4.5 µM; 97,000 tested, 0.46% active; in the data active = activation above about 16%;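 note: 0% = vehicle low control and 100% = maximal reference agonist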
PostGolgi ctrl = inhibits growth of the yeast control strain. efflux-deficient yeast background strain, growth absorbance A615, 16 h. inhibition, % at 10 µM. 98,000 tested, 5% active. AID 738
PostGolgi yeast = growth inhibition of a yeast mutant, post-Golgi transport screen; post-Golgi transport phenotypic cell assay; inhibition, % at 10 µM; 98,000 tested, 0.9% active; AID 739;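 note: yeast cells grown in 1536-well plates; yeast grown about 18 h at 30C before absorbance read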
Fibroblast inh = blocks proliferation of human lung fibroblasts; 85,000 tested, 1.1% active; AID 719; LL 47 human lung fibroblast viability, ATP luminescence; active compounds read low; viability, % at 10 µM;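 active = viability at or below 50% in the single dose screen; inactive = viability above 50%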;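 note: compound exposure lasted 72 h before the ATP readout; 100% = median luminescence of untreated cell-only wells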
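material = human LL 47 lung fibroblast cells | dosing = compounds added from tenfold dosing solution, 0.1% DMSO final | timing = overnight cell rest, 72 h compound treatment at 37 °C | measured by = CellTiter-Glo luminescence measuring cellular ATP | evaluation = % viability versus median cells-only luminescence | control set = cell-only wells, no compound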
H69AR growth 86K = growth inhibitors of human H69AR lung tumor cells. H69AR lung tumor viability, ATP luminescence, 72 h; active compounds read low. viability, % at 10 µM. 85,000 tested, 6% active. AID 598;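 active = viability at or below 40%; inactive = viability above 40%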;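 note: multidrug resistant small cell line overexpressing MRP-1 efflux transporter; 100% = mean luminescence of untreated control wells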
hDAT+cocaine = human DAT dopamine uptake with cocaine, either direction; Q01959; 110,000 tested, 1.3% active; B-score at 10 µM; LLC-PK1 hDAT cells, [14C]-dopamine uptake with cocaine IC80; actives deviate in either direction;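 active = Z score or B-score, a plate-position-corrected score, falls beyond the plate's 99.7% confidence bounds, in either direction; inactive = both scores lie inside the 99.7% bounds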;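 note: scored against the spread of the other compound wells on the same plate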
Target sequence (Q01959 whole entry, looked up): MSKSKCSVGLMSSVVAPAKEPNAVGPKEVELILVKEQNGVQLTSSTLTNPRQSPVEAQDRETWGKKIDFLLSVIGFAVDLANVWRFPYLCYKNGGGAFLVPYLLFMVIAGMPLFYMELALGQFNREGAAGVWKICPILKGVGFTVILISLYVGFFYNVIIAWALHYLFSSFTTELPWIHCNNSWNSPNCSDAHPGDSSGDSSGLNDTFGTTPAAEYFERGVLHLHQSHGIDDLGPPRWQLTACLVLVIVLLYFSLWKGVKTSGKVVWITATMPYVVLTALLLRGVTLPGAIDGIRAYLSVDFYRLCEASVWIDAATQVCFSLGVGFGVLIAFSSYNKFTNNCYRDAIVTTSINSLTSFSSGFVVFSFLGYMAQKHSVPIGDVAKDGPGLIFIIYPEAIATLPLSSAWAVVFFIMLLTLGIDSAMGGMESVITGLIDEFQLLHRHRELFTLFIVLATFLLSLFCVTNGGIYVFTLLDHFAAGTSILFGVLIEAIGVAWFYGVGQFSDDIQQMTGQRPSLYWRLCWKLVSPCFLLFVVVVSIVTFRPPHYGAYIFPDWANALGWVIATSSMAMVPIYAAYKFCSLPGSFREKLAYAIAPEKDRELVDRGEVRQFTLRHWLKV
Numbers without * were called inactive. Cut-off read from the data, not from the text of the source, unless noted: active = inhibition above about 30%; inactive = the rest.

O=[N+]([O-])c1ccc([C@H](O)[C@H](CO)N=Cc2ccccc2O)cc1 was read as E coli WT exp 3, S1P2 blocker -27, HUVEC prolif 384 86, S1P2 ag -2, PostGolgi ctrl -1, PostGolgi yeast 3, Fibroblast inh 93, H69AR growth 86K 104 and hDAT+cocaine -0.092.
For O=C1Cn2c(nc3ccccc32)-c2ccccc2N1 the results were E coli WT exp 9, S1P2 blocker 21, HUVEC prolif 384 89, S1P2 ag 0, PostGolgi ctrl 12, PostGolgi yeast -5, Fibroblast inh 89, H69AR growth 86K 81 and hDAT+cocaine 0.49.
CCN(C(=O)Cc1ccc(Br)cc1)C1CCCCC1 was read as E coli WT exp 15, S1P2 blocker -4, HUVEC prolif 384 104, S1P2 ag -3, PostGolgi ctrl 15, PostGolgi yeast 16, Fibroblast inh 97, H69AR growth 86K 95 and hDAT+cocaine 0.43.
`COc1ccc(N(C)S(=O)(=O)c2cccc(C(=O)Nc3ccc(-n4cnnn4)cc3)c2)cc1` gave E coli WT exp -10, S1P2 blocker 31, HUVEC prolif 384 67, S1P2 ag -11, PostGolgi ctrl 7, PostGolgi yeast 7, H69AR growth 86K 46 and hDAT+cocaine -0.94.
`CCCCOc1ccc(N2C(=O)CC(NCCc3ccc(S(N)(=O)=O)cc3)C2=O)cc1` (configuration not stated) gave E coli WT exp -1, S1P2 blocker -19, HUVEC prolif 384 87, S1P2 ag -4, PostGolgi ctrl 6, PostGolgi yeast 5, Fibroblast inh 100, H69AR growth 86K 89 and hDAT+cocaine 1.1.
For CCNc1nc(CC)nc2c1oc1ccccc12 the results were E coli WT exp -1, S1P2 blocker -18, HUVEC prolif 384 108, S1P2 ag -4, PostGolgi ctrl 5, PostGolgi yeast -12, Fibroblast inh 104, H69AR growth 86K 80 and hDAT+cocaine -0.5.
CCOc1ccc(C(=O)N2CCc3cc(OC)c(OC)cc3C2)cc1OCC was read as E coli WT exp -4, S1P2 blocker -2, S1P2 ag 0, PostGolgi ctrl 11, PostGolgi yeast 5 and hDAT+cocaine 0.52.
Screening O=C(CSc1ncnc2ccccc12)Nc1ccc2c(c1)OCO2 returned E coli WT exp 5, HUVEC prolif 384 83, PostGolgi ctrl -6, PostGolgi yeast 0, Fibroblast inh 96, H69AR growth 86K 54 and hDAT+cocaine 1.9.
For Cc1ccc(NC(=O)OCc2cn(-c3ccc(Cl)cc3)nn2)cc1 the results were E coli WT exp -3, S1P2 blocker 7, S1P2 ag -8, PostGolgi ctrl 4 and PostGolgi yeast 8.
Screening O=C(Cc1ccc(Cl)cc1)Nc1cccc(-c2nnc(-c3ccco3)o2)c1 returned E coli WT exp -2, S1P2 blocker 14, S1P2 ag -6, PostGolgi ctrl 4, PostGolgi yeast 1 and hDAT+cocaine -0.36.
`c1ccc(N2CCN(c3nnc(Cc4cccnc4)c4ccccc34)CC2)nc1` gave E coli WT exp 10, S1P2 blocker 1, HUVEC prolif 384 86, S1P2 ag -2, PostGolgi ctrl 25, PostGolgi yeast 0, Fibroblast inh 96, H69AR growth 86K 74 and hDAT+cocaine 0.26.
For C=CCn1c(SCC(=O)Nc2ccccc2)nc2scc(-c3cccs3)c2c1=O the results were E coli WT exp -17, S1P2 blocker -2, S1P2 ag -1, PostGolgi ctrl 0, PostGolgi yeast 6 and hDAT+cocaine 0.69.
Screening CCN(CC)C(=O)CSc1ncnc2sc(-c3ccccc3)cc12 returned E coli WT exp -8, S1P2 blocker 0, HUVEC prolif 384 75, S1P2 ag -7, PostGolgi ctrl 13, PostGolgi yeast -6, Fibroblast inh 107, H69AR growth 86K 71 and hDAT+cocaine 1.9.
`Cc1nnc(C)n1/N=C/c1cccn1C` gave E coli WT exp -7, S1P2 blocker -1, HUVEC prolif 384 101, S1P2 ag -1, PostGolgi ctrl 2, PostGolgi yeast -1, Fibroblast inh 98, H69AR growth 86K 93 and hDAT+cocaine -1.9.
Screening O=c1[nH]c(=O)n(Cc2ccco2)c2c1C(C(F)(F)F)(C(F)(F)F)N=C(CCc1ccccc1)N2 returned E coli WT exp 0, S1P2 blocker 18, HUVEC prolif 384 66, S1P2 ag -6, PostGolgi ctrl 1, PostGolgi yeast -1, Fibroblast inh 70, H69AR growth 86K 41 and hDAT+cocaine 0.62.
Cc1oc(-c2ccccc2)cc1C(=O)Nc1cccc(C(=O)O)c1 was read as E coli WT exp 2, S1P2 blocker 1, HUVEC prolif 384 82, S1P2 ag -6, PostGolgi ctrl 2, PostGolgi yeast -1, Fibroblast inh 103, H69AR growth 86K 81 and hDAT+cocaine 0.46.
Screening COC(=O)c1c(-c2cccc3ccccc23)csc1NC(=O)Cc1ccc(OC)c(OC)c1 returned E coli WT exp -16, S1P2 blocker 7, S1P2 ag -4, PostGolgi ctrl 20, PostGolgi yeast 3 and hDAT+cocaine -0.2.
`N#Cc1cc2c(nc1SCC(=O)Nc1sc3c(c1C#N)CCC3)CCC2` gave E coli WT exp -3, S1P2 blocker 10, HUVEC prolif 384 57, S1P2 ag -3, PostGolgi ctrl 10, PostGolgi yeast -1, Fibroblast inh 86, H69AR growth 86K 34* and hDAT+cocaine -0.32.
`CC(=O)Nc1ccc(S(=O)(=O)N2CCN(C34CC5CC(CC(C5)C3)C4)CC2)cc1` gave E coli WT exp 1, S1P2 blocker 21, HUVEC prolif 384 87, S1P2 ag -10, PostGolgi ctrl 2, PostGolgi yeast -4, Fibroblast inh 91, H69AR growth 86K 92 and hDAT+cocaine 0.96.
`c1ccc(OCc2nn3c(Cn4nnc5ccccc54)nnc3s2)cc1` gave E coli WT exp -2, HUVEC prolif 384 91, PostGolgi ctrl 27, PostGolgi yeast 2, Fibroblast inh 105, H69AR growth 86K 86 and hDAT+cocaine -0.57.
Screening COc1cccc(CN2CCN(C(=O)c3ccco3)CC2)c1OC returned S1P2 blocker 1, HUVEC prolif 384 109, S1P2 ag -3, Fibroblast inh 97, H69AR growth 86K 85 and hDAT+cocaine 0.45.
`COCCn1nnnc1C(c1cccc(OC)c1OC)N1CCN(C2CCCCC2)CC1` (configuration not stated) gave E coli WT exp 4, S1P2 blocker -5, HUVEC prolif 384 102, S1P2 ag -4, PostGolgi ctrl -1, PostGolgi yeast -2, Fibroblast inh 86, H69AR growth 86K 91 and hDAT+cocaine -0.1.
`Cc1nc(N2CCN(C)CC2)c2sc(=S)n(C)c2n1` gave E coli WT exp 7, S1P2 blocker -6, HUVEC prolif 384 99, S1P2 ag -2, PostGolgi ctrl 4, PostGolgi yeast 7, Fibroblast inh 101, H69AR growth 86K 78 and hDAT+cocaine 0.71.
For O=C(O)Cc1coc(-c2ccc(F)cc2)n1 the results were E coli WT exp -8, S1P2 blocker -18, HUVEC prolif 384 89, S1P2 ag 2, PostGolgi ctrl 4, PostGolgi yeast 3, Fibroblast inh 108, H69AR growth 86K 86 and hDAT+cocaine -8.5*.
Screening OCCN1CCN(C(=S)NCCc2ccccc2)CC1 returned E coli WT exp 9, S1P2 blocker 28, S1P2 ag -9, PostGolgi ctrl 4, PostGolgi yeast 0 and hDAT+cocaine -1.1.
C=CCn1cc(/C=N\NC(=O)c2cc3c(ccc4ccccc43)o2)c2ccccc21 was read as E coli WT exp -18, S1P2 blocker -7, S1P2 ag -5, PostGolgi ctrl 35*, PostGolgi yeast 0 and hDAT+cocaine 1.5.
`Cc1c(Cl)cccc1NC(=O)CN1CCN(CCO)CC1` gave E coli WT exp -2, S1P2 blocker -2, HUVEC prolif 384 90, S1P2 ag -2, PostGolgi ctrl 13, PostGolgi yeast 2, Fibroblast inh 99, H69AR growth 86K 98 and hDAT+cocaine -0.76.
`CCSc1nnc(N)s1` gave E coli WT exp -2, S1P2 blocker 8, HUVEC prolif 384 97, S1P2 ag -1, PostGolgi ctrl 5, PostGolgi yeast -6, Fibroblast inh 92, H69AR growth 86K 99 and hDAT+cocaine 0.034.
`O=C(c1ccco1)N1CCN(C(=O)C2CCN(S(=O)(=O)Cc3ccccc3)CC2)CC1` gave E coli WT exp 4, S1P2 blocker 16, HUVEC prolif 384 91, S1P2 ag -4, PostGolgi ctrl 11, PostGolgi yeast -3, Fibroblast inh 90, H69AR growth 86K 100 and hDAT+cocaine 0.46.
`c1ccc2c(c1)nc(Nc1ccc3c(c1)OCO3)c1nnnn12` gave E coli WT exp -9, HUVEC prolif 384 76, PostGolgi ctrl 16, PostGolgi yeast 12, Fibroblast inh 72, H69AR growth 86K 56 and hDAT+cocaine 0.37.

Of the compounds above, 2 have fluorine.
Screening O=c1[nH]c(=O)n(Cc2ccco2)c2c1C(C(F)(F)F)(C(F)(F)F)N=C(CCc1ccccc1)N2 returned E coli WT exp 0, S1P2 blocker 18, HUVEC prolif 384 66, S1P2 ag -6, PostGolgi ctrl 1, PostGolgi yeast -1, Fibroblast inh 70, H69AR growth 86K 41 and hDAT+cocaine 0.62.
For O=C(O)Cc1coc(-c2ccc(F)cc2)n1 the results were E coli WT exp -8, S1P2 blocker -18, HUVEC prolif 384 89, S1P2 ag 2, PostGolgi ctrl 4, PostGolgi yeast 3, Fibroblast inh 108, H69AR growth 86K 86 and hDAT+cocaine -8.5*.

(cont.)
`CCOC(=O)CN1CC23C=CC(O2)C(C(=O)NCCc2ccccc2)C3C1=O` (configuration not stated) gave E coli WT exp -1, S1P2 blocker 7, HUVEC prolif 384 100, S1P2 ag -2, PostGolgi ctrl 5, PostGolgi yeast -2, Fibroblast inh 99, H69AR growth 86K 92 and hDAT+cocaine -0.23.
CC(C/C=N/NC(=O)COc1cc(Cl)ccc1Cl)c1ccccc1 (configuration not stated) was read as E coli WT exp 14, S1P2 blocker -10, S1P2 ag -6, PostGolgi ctrl 10, PostGolgi yeast -2 and hDAT+cocaine 1.2.
For CCOC(=O)CN(c1cccc(C(C)=O)c1)S(C)(=O)=O the results were E coli WT exp 7, S1P2 blocker -13, HUVEC prolif 384 96, S1P2 ag -7, PostGolgi ctrl 4, PostGolgi yeast -6, Fibroblast inh 105, H69AR growth 86K 90 and hDAT+cocaine 1.6.
`COc1ccc(OCc2nnc(SC3CCOC3=O)n2-c2ccccc2)cc1` (configuration not stated) gave E coli WT exp 8, S1P2 blocker -12, HUVEC prolif 384 83, S1P2 ag -5, PostGolgi ctrl -3, PostGolgi yeast -1, Fibroblast inh 108, H69AR growth 86K 91 and hDAT+cocaine 0.78.
`COc1ccccc1NC(=O)CN1CCN(C(=O)c2ccco2)CC1` gave S1P2 blocker -6, HUVEC prolif 384 107, S1P2 ag -4, Fibroblast inh 108, H69AR growth 86K 107 and hDAT+cocaine -1.6.
Screening CCOC(=O)C1=C(CC)OC(N)=C(C#N)C1c1ccc(OC)cc1OC (configuration not stated) returned E coli WT exp -5, PostGolgi ctrl 10, PostGolgi yeast -7 and hDAT+cocaine 1.9.
For C=CCN(CC(=O)NCc1ccccc1)C(=O)c1csnn1 the results were E coli WT exp 10, S1P2 blocker 18, HUVEC prolif 384 93, S1P2 ag -4, PostGolgi ctrl 1, PostGolgi yeast -3, Fibroblast inh 100, H69AR growth 86K 91 and hDAT+cocaine -1.8.
For COc1ccccc1-n1cnc2cc(C(=O)NCC3CCCO3)ccc21 (configuration not stated) the results were E coli WT exp -4, S1P2 blocker -10, HUVEC prolif 384 101, S1P2 ag -6, PostGolgi ctrl 2, PostGolgi yeast 15, Fibroblast inh 97, H69AR growth 86K 80 and hDAT+cocaine 0.24.
Screening CC(C)OC(=O)c1c(F)c(F)c(N2CCOCC2)c(F)c1F returned E coli WT exp 10, S1P2 blocker 4, HUVEC prolif 384 108, S1P2 ag -7, PostGolgi ctrl 16, PostGolgi yeast 0, Fibroblast inh 96, H69AR growth 86K 113 and hDAT+cocaine -0.069.
`CCOC(=O)c1cc2c(ccn2C)n1CC(=O)N1CCN(c2ccccc2)CC1` gave E coli WT exp -3, S1P2 blocker 2, HUVEC prolif 384 91, S1P2 ag -1, PostGolgi ctrl 0, PostGolgi yeast 22, Fibroblast inh 92, H69AR growth 86K 101 and hDAT+cocaine -0.11.
Screening Cc1ccc(CNC(=O)CCNC(=O)Cn2ccc3ccccc3c2=O)cc1 returned E coli WT exp -5, S1P2 blocker -4, S1P2 ag -6, PostGolgi ctrl 8, PostGolgi yeast 12 and hDAT+cocaine -0.041.
